AMA1 RON2 block – AMA1-RON2 (P. falciparum) interaction inhibition; Potency, µM (top dose mostly 58.2 µM), for inactives: top-dose activity change, negative = inhibition, actives largely listed as inhibitors; 360,000 compounds, 0.2% hits; AlphaScreen AMA1-biotinylated RON2 peptide binding;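 note: potency is the fitted concentration of half-maximal effect; 0% = vehicle wells and -100% = peptide control; nearly all actives have a fitted effect of over 45% in size; some results filed as inactive show a strong effect at the top dose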
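AMA1 (3D7) with his tag at 25 nM final met compounds first, then biotinylated RON2 peptide at 25 nM; detection used donor plus acceptor beads, 10 µg/mL apiece, read by AlphaScreen after 30 min at room temperature.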
Sm TGR inh – S. mansoni TGR enzyme inhibition; purified TGR, DTNB reduction, TNB absorbance 405 nm; Potency, µM (top dose mostly 114 µM), inactives show at the top dose activity change, negative = inhibition, most hits filed as inhibitors; 360,000 compounds, 3% hits; note: potency is the fitted concentration of half-maximal effect; nearly all actives have a fitted effect of over 60% in size
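Kinetic colorimetric format: TGR-catalysed, NADPH-driven DTNB reduction monitored via TNB absorbance. Enzyme dispensed at 20 nM; compound exposure 15 min at room temperature before reaction start.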
AmpC detergent – AmpC beta-lactamase inhibition with detergent present; AID 485294; Potency, µM (doses to about 114 µM), for the others: at the top dose activity change, negative = inhibition, most hits filed as inhibitors; 370,000 compounds, 0.041% hits; P00811; AmpC hydrolysis of nitrocefin, absorbance 480 nm, 0.01% Triton;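 note: potency is the fitted concentration of half-maximal effect; 0% = no-compound wells and -100% = no-enzyme wells; nearly all actives have a fitted effect of over 25% in size; some results filed as inactive show a strong effect at the top dose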
Target sequence (P00811 whole entry, looked up): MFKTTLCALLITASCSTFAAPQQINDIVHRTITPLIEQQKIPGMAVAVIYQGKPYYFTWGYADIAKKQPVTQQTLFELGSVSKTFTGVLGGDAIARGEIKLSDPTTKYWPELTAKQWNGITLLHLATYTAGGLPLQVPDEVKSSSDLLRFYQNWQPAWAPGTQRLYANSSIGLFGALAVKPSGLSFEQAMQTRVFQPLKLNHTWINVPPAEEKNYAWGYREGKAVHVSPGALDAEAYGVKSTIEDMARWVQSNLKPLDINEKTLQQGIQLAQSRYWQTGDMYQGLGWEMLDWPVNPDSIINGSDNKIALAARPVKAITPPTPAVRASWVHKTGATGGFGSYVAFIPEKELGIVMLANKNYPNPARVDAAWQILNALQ
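20 mM phosphate pH 7.0 + 0.01% (detergent screen) or 0.0001% Triton X-100; 5.3 nM AmpC reagent; cpd preinc 15 min RT; nitrocefin (800 uM stock) to start; A480 q20 s × 4 min; Activity was normalised to no-enzyme and no-compound control wells.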
AmpC inh no detg – blocks E. coli AmpC beta-lactamase in detergent-free assay | P00811 | AmpC nitrocefin hydrolysis, absorbance 480 nm, 0.0001% Triton | Potency, µM (doses to about 57.1 µM), without a hit: at the highest dose activity change, negative = inhibition, most hits filed as inhibitors | 330,000 compounds, 0.52% hits | AID 485341;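 note: potency is the fitted concentration of half-maximal effect; plate controls were no compound for no effect and no enzyme for full effect; nearly all actives have a fitted effect of over 20% in size; some results filed as inactive show a strong effect at the top dose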
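20 mM phosphate pH 7.0 + 0.01% (detergent screen) or 0.0001% Triton X-100; 5.3 nM AmpC reagent; cpd preinc 15 min RT; nitrocefin (800 uM stock) to start; A480 q20 s × 4 min; Activity was normalised to no-enzyme and no-compound control wells.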
FBPA Giardia inh – inhibitors of Giardia lamblia fructose-1,6-bisphosphate aldolase; A8B2U2; purified Giardia FBPA; Potency, µM (series often up to 59.6 µM), for inactives: at the highest dose activity, negative = inhibition, most hits filed as inhibitors; 290,000 compounds, 0.71% hits; note: potency is the fitted concentration of half-maximal effect; nearly all actives have a fitted effect of over 55% in size
Target sequence (A8B2U2 whole entry, looked up): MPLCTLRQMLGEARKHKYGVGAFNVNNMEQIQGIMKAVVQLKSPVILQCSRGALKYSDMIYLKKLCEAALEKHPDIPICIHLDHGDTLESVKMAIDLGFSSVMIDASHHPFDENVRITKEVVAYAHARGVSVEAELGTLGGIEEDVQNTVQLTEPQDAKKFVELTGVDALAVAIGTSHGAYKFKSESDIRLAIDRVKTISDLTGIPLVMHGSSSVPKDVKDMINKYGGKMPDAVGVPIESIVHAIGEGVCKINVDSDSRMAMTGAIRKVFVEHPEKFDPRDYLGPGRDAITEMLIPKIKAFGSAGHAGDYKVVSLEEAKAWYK
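Giardia FBPA (40 nM reagent) was preincubated 10 min at RT with compound (up to 57.5 uM final), then substrate plus GAPDH/TPI/NAD/arsenate coupling system with diaphorase/resazurin was added; resorufin fluorescence (525/598 nm) was read after 20 min.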
HCMV antiviral – human cytomegalovirus inhibition; activity change, negative = inhibition, % at 57.5 µM; HFF cells, HCMV-luciferase reporter, 72 h; hits give low values; 410,000 compounds, 4.5% hits; in the data active = activity change below about -60%; inconclusive = no clear call, values can overlap the other calls; inactive = above about -39%
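HFF cells seeded 16 h at 37C, treated with compounds, infected with luciferase-reporter HCMV at MOI 1 PFU/cell; luciferase read at 72 h post infection, normalized to buffer-only and Salinomycin controls.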
Active calls of the source: *; ? = inconclusive; / = no result given; & = joins results of further samples; [ ] = dose if it differs, or a comment. Unless noted, calls come from the whole dose curve; as a rule, active = well fitted curve in the direction sought with a large enough effect; inconclusive = small, poorly fitted or top-dose-only effect, or another doubt; inactive = no such curve, though single readings can be large; an effect the other way counts as inactive or inconclusive. Unless noted, % is set by controls: 0 for no effect and ±100 for the full control effect.

SMILES | AMA1 RON2 block | Sm TGR inh | AmpC detergent | AmpC inh no detg | FBPA Giardia inh | HCMV antiviral
Cc1c(C2C(C#N)=C(N)OC3=C2C(=O)CCC3)cnn1C (stereo unspecified) | 4.6% | -1.8% | -15.5% | -14.3% | -2.6% | -27.2
Cc1ccc(C(C)NC(=O)C2CCCC2)cc1C (stereo unspecified) | 3.3% | 9.1% | 1.2% | -11.3% | 7.3% | -17.9
CC(C)CCOP(=O)(c1ccc(N(C)C)cc1)C(O)c1c(Cl)cccc1Cl (stereo unspecified) | 3.4% | -20.9% | 1.8% | 31.6% | 17.0% | ?
COc1cc(OC)cc(C(=O)OCn2nnc3ccccc3c2=O)c1 | -11.6% | -13.2% | ? | -22.0% | 2.2% | 12.9
O=C(NC1CC1)C1CCN(C2CCN(C(=O)CCOc3ccccc3)CC2)CC1 | 6.1% | 14.9% | 5.8% | 6.8% | 4.7% | -24.8
CC(=O)n1c(-c2ccccc2)c(CO)c2ccccc21 | -1.0% | -1.4% | 2.6% | -15.4% | 1.9% | -17.5
OCC1CCCN1C(=S)Nc1ccccc1 (stereo unspecified) | -3.4% | -9.6% | -9.3% | -12.1% | -13.2% | -12.5
O=C(NCc1nc2ccccc2[nH]1)C1=C[C@@H](c2ccccc2)C[C@@H](OCCCCO)O1 | 30.7%[activator] | -0.9% | 2.5% | 127.2%[activator] | -7.3% | -21.8
CC(C)(C)OC(=O)N1CCNc2ccccc2C1 | -1.9% | 4.3% | 2.2% | -7.4% | 0.1% | 44.0
O=C(NCc1ccco1)C(c1ccncc1)N(C(=O)Cn1nnc2ccccc21)c1ccccc1 (stereo unspecified) | -3.0% | -2.1% | -8.2% | 9.6% | 4.3% | -16.9
Cn1c(O)c(C=NCCCC(=O)O)c(=O)n(C)c1=O | 5.6% | -20.8% | -9.7% | -14.8% | 1.9% | 12.8
NC(=O)N[C@@H](Cc1c[nH]c2ccccc12)C(=O)OCC(=O)N1CCCCC1 | -9.3% | -3.2% | ? | -2.6% | 2.7% | -31.0
Cc1cc(NC(=O)CSc2ccc3ccccc3c2)no1 | 7.6% | ? | -0.7% | -35.7% | -15.1% | 0.9
COc1cc2c(C(F)(F)F)c(-c3ccc(C#N)cc3)oc(=O)c2cc1OC | -4.8% | / | / | -25.5% | / | -2.8
O=C(NN=C1CCCC1)c1ccc([N+](=O)[O-])cc1 | 14.9% | 6.5% | 1.5% | -33.7% | -2.9% | -20.4
COc1ccc(NC(=O)CN2CCCC2c2cccs2)cc1S(=O)(=O)N1CCCCC1 (stereo unspecified) | -3.7% | -15.6% | -25.5% | 37.4% | / | ?
CCOP(=O)(OCC)C(c1ccccc1)N(C)C=O (stereo unspecified) | 18.3% | 1.7% | -1.9% | -7.6% | 1.3% | 19.3
Cc1nn(CCO)c2ncc(C(=O)c3cc(F)ccc3O)cc12 | 18.3% | -2.8% | 2.3% | -10.5% | 6.1% | -10.8
CCOC(=O)CC[C@H](NC(=O)Cn1cnc2c(NCc3ccccc3)ncnc21)C(=O)OCC | 5.0% | / | / | 2.1% | / | 3.6
CC1(C)CC(=O)C2=C(C1)NC(=O)CC2c1cc2c(cc1Br)OCO2 (stereo unspecified) | -0.2% | 0.0% | ? | -20.7% | 7.5% | -17.4
CCN(CC)S(=O)(=O)c1ccc2c(c1)nc(CN(C)C(=O)Nc1ccc(Cl)cc1)n2C | / | 4.1% | 9.5% | / | / | 9.7
O=C(CCn1cccn1)Nc1ccc(Br)cc1F | / | -2.4% | -2.7% | / | / | 3.5
CCn1cnc2c1c(=O)n(CC(=O)N1CCc3ccccc31)c(=O)n2Cc1ccccc1 | 2.4% | -24.5%[11.4 µM] | -11.2% | 9.6% | 4.7% | 9.5
Cc1ccc(-n2nc3c(=O)n(CC(=O)NCCC(C)C)nc(C)c3c2C)cc1 | / | 1.1% | 20.4% | / | / | 0.0
CCN(CC(=O)Nc1cc(OC)ccc1OC)Cc1nc2ccccc2c(=O)[nH]1 | 101.3%[activator] | 7.9% | -6.8% | -10.1% | -23.0% | 48.9
O=C(N/N=C\c1ccccc1F)c1ccc(-c2ccccc2)cc1 | 6.4% | -20.9% | -7.2% | -25.3% | / | -12.2
COC(=O)[C@@]1(C#N)[C@@H]2C=CC(C(C)=O)=CN2[C@@H](C(N)=O)[C@@H]1c1ccc(F)cc1 | -4.0% | -28.0% | -10.9% | -14.0% | ? | -24.9
Cc1cc(C)n2nc(C(=O)Nc3ccc(S(=O)(=O)N(C)C)cc3)nc2n1 | -1.8% | -4.2% | 6.0% | -8.4% | 2.7% | -12.5
COc1ccc(N(CC(=O)NCc2ccc3c(c2)OCO3)S(=O)(=O)c2c(C)nn(C)c2C)cc1 | 3.9% | 0.0% | -12.4% | 64.2%[activator] | 3.2% | 4.5
CC1CCN(S(=O)(=O)c2ccc(C(=O)Nc3nnc(-c4ccco4)o3)cc2)CC1 | 28.5% | 0.0% | -4.1% | -31.8% | -28.8% | -2.9
O=C(CSc1nnc(-c2ccccc2)n1-c1ccccc1)c1ccc[nH]1 | -2.0% | 4.3% | 0.5% | -12.2% | 2.8% | -28.4
CCO[C@@H]1OC(C(=O)Nc2ccccc2)=C[C@H](c2ccc3c(c2)OCO3)[C@H]1CCCO | -3.2% | -0.4% | 10.7% | 75.2%[activator] | -10.2% | 8.4
Cc1ccc(S(=O)(=O)NCC2CCC(C(=O)N(C)Cc3ccccc3)CC2)cc1 (stereo unspecified) | / | 7.4% | -0.4% | / | / | 0.0
CCOC(=O)C(N)CSC1CC(=O)N(c2ccc(OC)cc2)C1=O (stereo unspecified) | -1.5% | 31.6µM* | 1.1% | 111.5% | -28.7% | 22.4
CN(C)S(=O)(=O)c1cc(NC(=O)COC(=O)Cc2ccc(Br)cc2)ccc1Cl | -11.7% | -8.8% | 0.2% | -13.8% | -6.0% | -22.1
Cc1oc2ccc(OC(=O)N3CCOCC3)cc2c1C(=O)OC(C)C | -0.2% | ? | ? | 78.7%[activator] | -0.1% | 7.2
COc1ccc(Cl)cc1N1C(=O)CC(N2CCN(S(=O)(=O)c3ccccc3F)CC2)C1=O (stereo unspecified) | 23.2% | / | / | 83.1%[activator] | / | -31.9
COc1ccc(C(=O)Nc2ccccc2C(=O)N(Cc2ccco2)C(C(N)=O)C(C)C)cc1 (stereo unspecified) | 5.0% | 5.9% | -0.5% | -18.6% | 5.1% | -75.5*
CCS(=O)(=O)c1nc(S(=O)(=O)c2ccc(C)cc2)c(NCCCN2CCOCC2)s1 | -0.6% | 7.5% | 1.7% | 37.8% | 8.2% | -21.2
Clc1ccccc1CN1CCNCC1 | -2.8% | -21.6% | -11.3% | -3.8% | ? | 0.9
CCC(C(=O)Nc1ccc2c(c1)OCCO2)n1c(=O)[nH]c2ccccc2c1=O (stereo unspecified) | 0.0% | 0.5% | 1.7% | -24.9% | 3.5% | -73.2*
Cc1ccc(OCc2ccccc2C)c([N+](=O)[O-])n1 | -7.4% | 1.5% | 2.4% | -19.3% | -4.4% | 25.4
CC(=O)Nc1ccc(C2CN(C)CC2C(=O)c2ccc(Cl)cc2)cc1 (stereo unspecified) | -1.7% | / | 4.3% | -8.3% | 0.2% | -24.6
CC(=O)N(c1cccc(C(F)(F)F)c1)c1nc(/C=C/C(=O)O)cs1 | -1.2% | -1.3% | -5.9% | -8.4% | 12.1% | 0.0
COc1ccccc1CNC(=O)c1ccc(CSc2nc3ccncc3n2Cc2cccc(F)c2)cc1 | / | -2.9% | 22.7% | / | / | -29.6
CC1CCN(CCCN2C(=O)C3C(C(=O)Nc4ccc(Cl)cc4)C4C=CC3(O4)C2C(=O)NC2CCCCC2)CC1 (stereo unspecified) | -4.7% | -4.4% | -7.7% | 4.4% | 9.8% | ?
COc1cc(OC)cc(C(=O)OCC(=O)NCc2ccc3c(c2)OCO3)c1 | 17.5% | 18.9% | ? | -23.7% | -1.1% | ?
CCOC(=O)C1(CC2CC2)CCN(Cc2cc(Cl)c(O)c(OC)c2)CC1 | 0.8% | 7.2% | 3.6% | 14.2% | -15.7% | -14.7
O=C(O)C1Cc2ccccc2CN1C(=O)COc1ccc(Br)cc1 (stereo unspecified) | 20.3% | 17.8% | -7.3% | -18.3% | 5.3% | -14.0
C=CCOc1cccc(C2c3c(oc4ccc(F)cc4c3=O)C(=O)N2CCCN2CCOCC2)c1 (stereo unspecified) | 0.0% | ? | 7.1% | 85.7%[activator] | -10.6% | -4.2
COc1cccc(NC(=O)Cc2cn(C)c3ccccc23)c1 | -0.8% | -21.9% | -1.1% | / | -3.5% | -19.8
S=C1NC(C23CC4CC(CC(C4)C2)C3)=CC(c2ccc3c(c2)OCO3)N1 (stereo unspecified) | 6.6% | -17.4% | -1.1% | -32.3% | ? | ?
Cc1ccc(-c2ccc(CCC(=O)O)n2-c2cccc(O)c2)cc1 | -11.6% | 14.1µM* | -4.9%&-0.5% | -34.0% | 12.8% | 36.0&61.3
O=C(CN1CCN(Cc2ccccc2)CC1)N/N=C/c1cccnc1 | 18.8% | 8.4% | 2.7% | -12.3% | 7.5% | -30.4
Fc1ccccc1NC(=S)Nc1cccnc1 | 5.5% | 15.8µM* | -4.3% | -13.3% | -11.3% | 14.8

By substructure, the compounds so far with a Cl atom (eight)
SMILES | AMA1 RON2 block | Sm TGR inh | AmpC detergent | AmpC inh no detg | FBPA Giardia inh | HCMV antiviral
CC(C)CCOP(=O)(c1ccc(N(C)C)cc1)C(O)c1c(Cl)cccc1Cl (stereo unspecified) | 3.4% | -20.9% | 1.8% | 31.6% | 17.0% | ?
CCN(CC)S(=O)(=O)c1ccc2c(c1)nc(CN(C)C(=O)Nc1ccc(Cl)cc1)n2C | / | 4.1% | 9.5% | / | / | 9.7
CN(C)S(=O)(=O)c1cc(NC(=O)COC(=O)Cc2ccc(Br)cc2)ccc1Cl | -11.7% | -8.8% | 0.2% | -13.8% | -6.0% | -22.1
COc1ccc(Cl)cc1N1C(=O)CC(N2CCN(S(=O)(=O)c3ccccc3F)CC2)C1=O (stereo unspecified) | 23.2% | / | / | 83.1%[activator] | / | -31.9
Clc1ccccc1CN1CCNCC1 | -2.8% | -21.6% | -11.3% | -3.8% | ? | 0.9
CC(=O)Nc1ccc(C2CN(C)CC2C(=O)c2ccc(Cl)cc2)cc1 (stereo unspecified) | -1.7% | / | 4.3% | -8.3% | 0.2% | -24.6
CC1CCN(CCCN2C(=O)C3C(C(=O)Nc4ccc(Cl)cc4)C4C=CC3(O4)C2C(=O)NC2CCCCC2)CC1 (stereo unspecified) | -4.7% | -4.4% | -7.7% | 4.4% | 9.8% | ?
CCOC(=O)C1(CC2CC2)CCN(Cc2cc(Cl)c(O)c(OC)c2)CC1 | 0.8% | 7.2% | 3.6% | 14.2% | -15.7% | -14.7
